aDG glyco up = activators of alpha-DG glycosylation, primary screen, uHTS, Pro5-aDG cells, AlphaScreen; alpha-DG glycosylation AlphaScreen (IIH6); 0% Pro5, 100% B10-LARGE cell signal; activation, % at 10 µM; 0.22% of 360,000 active; AID 624168, 2012;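 active = activation of at least 8% versus controls, or a plate z-score of at least 8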;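 also: Pro5 are CHO cells carrying HIG-tagged alpha-DG that lacks glycosylation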
Vif imaging = HIV Vif self-association inhibitors, primary screen, imaging, HEK293T, single point | inhibition, % at 7.49 µM | AID 602346, 2012 | HEK293T cells, Vif self-association by quenched fluorescence, 24 h | 0.35% of 340,000 active; in the data active = inhibition above about 50%, passing the limit was not always enough; inconclusive = no clear call, values can overlap the other calls; inactive = below about 31%; also: some results filed as inactive read as strong as hits
NR2E3 ag-1 = NR2E3 agonists in two-hybrid cells, primary screen, cell-based, luminescence, CHO-S, Gal4-NCOR/VP16-NR2E3. Photoreceptor-specific nuclear receptor (Homo sapiens), Q9Y5X4. inhibition of corepressor binding, % at 3.98 µM. 0.35% of 360,000 active. luciferase. AID 602229, 2012;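 active = inhibition above the mean of all tested compounds plus 3 SD, cut at about 70% in these data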;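 also: 0% = DMSO with NR2E3 transfected cells and 100% = cells lacking NR2E3 construct; higher means lower luciferase signal from less NR2E3 corepressor binding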
Target sequence (Q9Y5X4 whole entry, looked up, the tested form may be a part): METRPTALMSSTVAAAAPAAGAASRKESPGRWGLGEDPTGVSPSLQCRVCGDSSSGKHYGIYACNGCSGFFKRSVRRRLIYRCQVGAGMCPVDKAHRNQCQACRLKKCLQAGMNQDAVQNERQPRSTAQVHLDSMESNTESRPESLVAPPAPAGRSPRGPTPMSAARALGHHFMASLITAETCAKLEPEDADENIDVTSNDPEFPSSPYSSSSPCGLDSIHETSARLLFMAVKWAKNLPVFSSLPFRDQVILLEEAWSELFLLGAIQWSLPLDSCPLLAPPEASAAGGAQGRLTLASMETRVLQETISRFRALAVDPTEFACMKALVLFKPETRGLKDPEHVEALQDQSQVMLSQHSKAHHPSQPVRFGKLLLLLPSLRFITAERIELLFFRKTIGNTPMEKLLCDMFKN
Exocytosis inh = LAMP-1 surface exposure blockers, TALL-104 cells – cell-based, flow cytometry, MLPCN library, primary screen; inhibition, % at 10 µM; AID 651702, 2012; TALL-104 LAMP-1 surface exposure; cells stimulated with thapsigargin and PMA; 0.66% of 360,000 active;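 active = inhibition above about 55%, limit read from the data; inconclusive = no clear call, values can overlap the other calls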
hiPSC survival = enhancers of single-cell hiPSC survival, primary screen, ATPlite luminescence | 100% = ROCK inhibitor wells, 0% = DMSO | survival enhancement, % at 20 µM | 0.044% of 360,000 active; in the data active = survival enhancement above about 18%;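 also: cells exposed to compounds for 16 hours before the ATP read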
NR2E3 ag-2 = inhibitors of NR2E3-RetCOR corepressor binding, primary screen, NR2E3 agonist project, biochemical, TR-FRET, GST-NR2E3, biotin-RetCOR. 1536-well. 0.12% of 320,000 active. Photoreceptor-specific nuclear receptor (Homo sapiens), Q9Y5X4. AID 2300, 2010. inhibition of corepressor binding, % at 4.78 µM;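 active = percent inhibition above the cutoff of mean plus 3 SD of all tested compounds, set per screening campaign, cut at about 20% in these data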;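 also: 0% = DMSO wells and 100% = biotin wells as full block of FRET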
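Test system – NR2E3–RetCOR corepressor complex · Quantity – NR2E3 fusion 1.35 nM · Buffer or medium – Tris pH 7.5 · Incubation – Compound–protein incubation for 5 h at 4 °C · Technique – TR-FRET, Eu(K)-anti-GST donor, streptavidin-D2 acceptor, ex 340, em 617/671 nm · Evaluation – percent inhibition of 671/617 nm emission ratio versus biotin and DMSO controls · Plate – 1536-well format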
PDI inh = inhibitors of human PDI, primary screen, biochemical, turbidity, single point, plate reader; Protein disulfide-isomerase (Homo sapiens), P07237; PDI insulin aggregation turbidity, A650, 90 min; inhibition, % at 10 µM; 0.052% of 350,000 active; AID 588391, 2011;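 active = mean inhibition across replicates of 30% or more, whatever share of single replicates reach that level; inconclusive = mean inhibition below 30% while every single replicate reaches 30%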;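 also: absorbance from insulin aggregation driven by PDI reduction with DTT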
Target sequence (P07237 whole entry, looked up): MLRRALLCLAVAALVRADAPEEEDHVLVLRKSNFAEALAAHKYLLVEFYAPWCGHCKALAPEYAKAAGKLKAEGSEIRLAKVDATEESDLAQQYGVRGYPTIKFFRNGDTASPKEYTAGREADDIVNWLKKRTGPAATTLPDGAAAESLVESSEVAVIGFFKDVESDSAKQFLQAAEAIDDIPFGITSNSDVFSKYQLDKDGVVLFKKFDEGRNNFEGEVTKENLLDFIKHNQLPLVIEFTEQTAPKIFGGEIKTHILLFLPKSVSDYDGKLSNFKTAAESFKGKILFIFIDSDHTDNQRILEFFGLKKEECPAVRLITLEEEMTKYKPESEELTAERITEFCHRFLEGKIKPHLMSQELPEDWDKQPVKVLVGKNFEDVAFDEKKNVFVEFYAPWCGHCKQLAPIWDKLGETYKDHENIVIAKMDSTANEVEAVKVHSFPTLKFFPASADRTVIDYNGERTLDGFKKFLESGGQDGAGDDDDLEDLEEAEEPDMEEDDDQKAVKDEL
CaV13 ICDI inh = Primary screen for inhibitors of IQ motif and Ca2+-dependent inactivation inhibitor domain binding in CACNA1D, Förster resonance energy transfer in living cells, …; HEK cells, CFP/YFP FRET ICDI-IQ, plate reader, 10 min; percent FRET-ratio fall versus neutral wells; inhibition, % at 12.3 µM; 0.098% of 340,000 active;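 active = mean replicate inhibition of at least 30% and at least 1% of replicates passing that level; inconclusive = only one of the two criteria is met; inactive = neither criterion is met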;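 also: 0% = median of the neutral control wells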
MITF TRPM1 inh = inhibitors of MITF-dependent TRPM1 promoter reporter, primary screen, cell-based, SK-MEL-5, single point, luciferase. inhibition, % at 12.5 µM. 0.83% of 330,000 active. SK-MEL-5 TRPM1 promoter luciferase, 24 h;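 active = mean inhibition across replicates of 60% or more, whatever share of single replicates reaches that level; inconclusive = some that reach 60%, reason not given; inactive = mean inhibition across replicates below 60%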; also: values of inactives mirror those of a sister screen read the other way
HIF-2a block = HIF-2a reporter inhibitors, primary screen, luminescence, 786-0 RCC cells; 786-0 RCC cells HIF-2a reporter, luciferase luminescence, overnight; inhibition, % at 18.8 µM; 0.72% of 360,000 active;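 active = inhibition of the luminescence signal of 40% or more relative to plate controls, in a single-dose primary screen at 18.75 µM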
Peg3 promoter = Peg3 promoter-driven luciferase inhibitors, primary screen, cell-based, HeLa, luciferase luminescence | HeLa PEG-Prom luciferase reporter, overnight | inhibition, % at 20 µM | 1.7% of 360,000 active;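 active = inhibition of at least 50% at 20 µM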
* marks the source's active call; other numbers are inactive results; ? = inconclusive; . = not tested or not shown.

SMILES | aDG glyco up | Vif imaging | NR2E3 ag-1 | Exocytosis inh | hiPSC survival | NR2E3 ag-2 | PDI inh | CaV13 ICDI inh | MITF TRPM1 inh | HIF-2a block | Peg3 promoter
CCC(=O)Nc1cc(C(C)(C)C)ccc1C(C)=O | 0.1 | -4 | 17 | -4 | -0.8 | 1 | 5 | -5 | -1 | 4 | 3
O=C(c1cccc(NC2=NC3CS(=O)(=O)CC3S2)c1)N1CCN(c2ccc(F)cc2)CC1 (stereo unspecified) | 0.2 | 2 | -29 | 16 | 0.4 | 4 | . | -6 | . | 11 | 12
Cc1ccc(-c2nc(CS(=O)CC(=O)NCCN3CCCCC3C)c(C)o2)cc1 (stereo unspecified) | -0.3 | 0 | 14 | 15 | -0.5 | 4 | 4 | -2 | -5 | 2 | -38
Cc1nc(=S)c2c([nH]1)-c1ccccc1CC21CCCCC1 | 0.0 | -17 | -17 | 0 | 0.8 | 0 | -8 | -12 | 42 | 11 | 8
O=C(O)CCn1c(-c2ccccc2)cc2c1CCCC2=O | 0.3 | 4 | -6 | -4 | -0.5 | 2 | -3 | -5 | . | 7 | -8
CC1Cc2ccccc2N1CC(=O)Nc1ccc2c(c1)OCCCO2 (stereo unspecified) | -0.2 | 11 | 10 | -5 | -0.5 | -3 | -3 | -3 | -3 | -17 | -15
CCn1c(C)nc2cc(C(=O)N/N=C/c3cccc(O)c3O)ccc21 | 1.0 | 6 | 2 | 0 | -0.8 | 1 | 6 | 2 | 4 | -177 | -43
CCCCN(CC)C(=O)CSc1nc2n[nH]c(C)c2c(=N)n1-c1cccc(C)c1 | 3.6 | 1 | 26 | 62* | -0.3 | 1 | -2 | -4 | 1 | 43* | 53*
CC(C)COc1cccc(C(=O)NC2(C)CCS(=O)(=O)C2)c1 (stereo unspecified) | -0.1 | -6 | -1 | 0 | -0.2 | -1 | -6 | -7 | 8 | 22 | 14
CCCNCc1cc(Cl)c(OCC)c(Cl)c1 | 0.0 | -6 | 3 | -9 | -1.2 | -2 | 5 | -4 | 5 | 10 | -4
CCc1ccc(CC2(O)CC(C)N(C)CC2C)cc1 (stereo unspecified) | -0.2 | 1 | 1 | -1 | -1.0 | 0 | -3 | -6 | -9 | 24 | 20
CC(C)N1CCC(=NNC(=O)c2ccccc2[N+](=O)[O-])CC1 | 1.9 | -1 | -10 | 9 | -2.0 | -1 | 9 | -5 | -3 | 16 | 2
CC(C)(C)c1ccc(-c2nc3c(C#N)c(-c4ccc5c(c4)OCO5)ccn3n2)cc1 | 2.3 | -10 | -2 | 0 | -1.3 | -1 | 6 | -4 | 8 | 6 | 8
COc1ccc(Br)cc1CN(C)C(=O)c1ccncc1 | -0.2 | -2 | 4 | -5 | 0.4 | 3 | 4 | -6 | 4 | -5 | -8
Cc1cc(Cl)cc2c(N=Nc3ccccc3C(=O)O)c(O)[nH]c12 | -0.1 | 12 | -7 | -12 | 0.1 | 0 | 6 | -4 | -15 | -232 | -179
CN(CC(=O)Nc1ccc(Cl)cc1)Cc1cc(=O)n2ccsc2n1 | 0.0 | -4 | 16 | 0 | -0.2 | 0 | -3 | -6 | 5 | 8 | 37
CC(=O)Nc1ccc(NC(=O)/C=C/c2ccccc2)cc1 | -0.4 | -3 | 11 | 1 | 0.6 | 1 | -1 | -15 | -7 | -98 | -91
CCc1ccc(OC)c(S(=O)(=O)N2CCN(C(=O)c3ccco3)CC2)c1 | 0.0 | 8 | -11 | -1 | -0.7 | 3 | -7 | -1 | 9 | 15 | 8
Cc1ccc(NC(=O)c2cc(C)nc3ccccc23)c(C)c1 | 0.2 | -3 | 0 | -1 | 1.3 | 4 | -8 | -20 | 4 | 2 | 10
O=C1N[C@@H](c2ccccc2)COC(=O)[C@H](Cc2ccc(F)cc2)CC/C=C/C[C@@H]1CC(=O)N(CCO)Cc1ccccc1 | -0.1 | 3 | 9 | 2 | -0.5 | . | 10 | -12 | 2 | 27 | 37
O/N=C/c1ccc(OCc2ccccc2)c(Cl)c1 | -0.3 | 1 | -138 | 20 | -0.8 | -3 | -1 | -6 | -72 | -224 | -208
NC(CO)c1csc(Nc2ccc(C(=O)c3ccccc3)cc2)n1 (stereo unspecified) | -0.4 | -12 | -30 | -1 | -1.7 | . | 1 | -4 | . | -27 | -22
CCOc1ccccc1-c1noc(CCC(=O)Nc2cccnc2)n1 | 0.0 | 15 | -2 | 0 | 0.2 | 3 | 1 | -2 | 3 | 15 | 10
CCN(CC)S(=O)(=O)c1cccc(NC(=S)NC(=O)/C=C/c2ccc(S(=O)(=O)N3CCOCC3)cc2)c1 | -0.3 | 25 | 0 | 0 | -0.4 | 5 | -4 | -5 | -4 | 14 | 7
CC(C)(C)C(=O)Nc1cc(S(=O)(=O)Nc2ccc(Cl)cc2)ccc1Cl | 0.4 | -14 | 0 | 1 | -1.3 | 1 | 7 | -4 | 2 | 2 | 10

8 consecutive records already listed:
SMILES | aDG glyco up | Vif imaging | NR2E3 ag-1 | Exocytosis inh | hiPSC survival | NR2E3 ag-2 | PDI inh | CaV13 ICDI inh | MITF TRPM1 inh | HIF-2a block | Peg3 promoter
CCC(=O)Nc1cc(C(C)(C)C)ccc1C(C)=O | 0.1 | -4 | 17 | -4 | -0.8 | 1 | 5 | -5 | -1 | 4 | 3
O=C(c1cccc(NC2=NC3CS(=O)(=O)CC3S2)c1)N1CCN(c2ccc(F)cc2)CC1 (stereo unspecified) | 0.2 | 2 | -29 | 16 | 0.4 | 4 | . | -6 | . | 11 | 12
Cc1ccc(-c2nc(CS(=O)CC(=O)NCCN3CCCCC3C)c(C)o2)cc1 (stereo unspecified) | -0.3 | 0 | 14 | 15 | -0.5 | 4 | 4 | -2 | -5 | 2 | -38
Cc1nc(=S)c2c([nH]1)-c1ccccc1CC21CCCCC1 | 0.0 | -17 | -17 | 0 | 0.8 | 0 | -8 | -12 | 42 | 11 | 8
O=C(O)CCn1c(-c2ccccc2)cc2c1CCCC2=O | 0.3 | 4 | -6 | -4 | -0.5 | 2 | -3 | -5 | . | 7 | -8
CC1Cc2ccccc2N1CC(=O)Nc1ccc2c(c1)OCCCO2 (stereo unspecified) | -0.2 | 11 | 10 | -5 | -0.5 | -3 | -3 | -3 | -3 | -17 | -15
CCn1c(C)nc2cc(C(=O)N/N=C/c3cccc(O)c3O)ccc21 | 1.0 | 6 | 2 | 0 | -0.8 | 1 | 6 | 2 | 4 | -177 | -43
CCCCN(CC)C(=O)CSc1nc2n[nH]c(C)c2c(=N)n1-c1cccc(C)c1 | 3.6 | 1 | 26 | 62* | -0.3 | 1 | -2 | -4 | 1 | 43* | 53*

Remaining list, next part
SMILES | aDG glyco up | Vif imaging | NR2E3 ag-1 | Exocytosis inh | hiPSC survival | NR2E3 ag-2 | PDI inh | CaV13 ICDI inh | MITF TRPM1 inh | HIF-2a block | Peg3 promoter
CCOC(=O)N1CCC(NC(=O)C(Cc2ccccc2)NC(=O)c2ccco2)CC1 (stereo unspecified) | 0.0 | -3 | 6 | -2 | 1.2 | 0 | -4 | . | 1 | 9 | -4
Cc1ccc(N2C(=O)CS/C2=N\C(=S)Nc2ccccc2)cc1 | 0.5 | 0 | -3 | -10 | -0.7 | -46 | -5 | -5 | . | -10 | -9
COc1ccccc1CNC(=O)[C@H](C)NC(=O)C1CCN(C(=O)[C@@H]2CCCN2C(=O)OC(C)(C)C)CC1 | -0.1 | -9 | -1 | 5 | -0.9 | -4 | . | . | -16 | -5 | -4
Cc1cc(C)c(C#N)c(SCC(=O)Nc2ccc(S(=O)(=O)Nc3ncccn3)cc2)n1 | 0.0 | -1 | -27 | 1 | 0.5 | 0 | 2 | . | 3 | 15 | 4
O=C1NC(=Nc2ccccc2Cl)S/C1=C\c1cccc([N+](=O)[O-])c1 | 0.0 | -6 | 3 | -13 | -0.3 | 3 | 5 | -4 | 9 | 10 | 31
COc1ccc(C(C(=O)NCCC(C)C)N(CCO)C(=O)c2snc(C(N)=O)c2N)cc1OC (stereo unspecified) | 0.0 | -1 | -3 | -2 | -0.3 | 1 | -6 | -5 | 9 | 9 | 14
COc1ccc(OC)c(NC(=O)CSc2nc3[nH]c(=O)[nH]c(=O)c3s2)c1 | -0.1 | ? | -35 | -2 | 1.1 | . | 1 | -2 | -25 | -118 | -56
S=c1[nH]nc(-c2cc(-c3ccccn3)nc3ccccc23)o1 | -0.3 | -7 | -3 | 10 | -0.5 | -8 | 3 | -7 | 12 | 11 | 19
O=P(Cc1nnco1)(c1ccccc1)c1ccccc1 | 0.0 | -11 | -2 | -3 | -0.7 | 1 | 3 | . | 1 | 17 | 0
C/C=C\C=C/C(=O)Nc1cccc(C2=NOC3(C2)C[C@@H](C(N)=O)N(C(=O)[C@H]2CCC(=O)N2)C3)c1 (stereo partly specified) | -0.1 | 0 | -14 | 1 | 5.3 | -5 | -2 | . | -5 | 8 | 5
Cc1ccccc1Oc1ncnc2oc(-c3ccccc3)cc12 | 0.1 | 7 | -9 | -2 | 3.9 | -1 | 1 | -7 | 6 | -55 | -4
COCCn1c(N)c(N(Cc2ccccc2)C(=O)c2ccc(C#N)cc2)c(=O)[nH]c1=O | -0.1 | -3 | -22 | -2 | -0.4 | 1 | 1 | -3 | -3 | 10 | 16
O=C1/C(=C/c2cccnc2)SC(=S)N1CCc1ccccc1 | 0.5 | -6 | -9 | 0 | -0.8 | 0 | 1 | -17 | -18 | -20 | 1
C[C@@H]1CN([C@H](C)CO)C(=O)Cc2cc(NS(=O)(=O)c3ccc(Cl)cc3)ccc2O[C@H]1CN(C)Cc1ccc(C(F)(F)F)cc1 | 0.4 | -12 | -5 | 8 | -2.3 | . | 14 | . | 0 | -35 | 36
CCOCCCNC(=O)c1c(C)c(C(=O)OCC)n(C)c1C | 0.1 | 8 | 3 | 0 | 0.4 | 1 | -88 | -8 | 1 | 13 | 2
Cc1ccc(N2C(=O)CC(Nc3ccc(Cl)c(S(=O)(=O)N(C)C)c3)C2=O)c(C)c1 (stereo unspecified) | 0.2 | -4 | 11 | 6 | -1.1 | 0 | 1 | -7 | 6 | 2 | 0

Screening data: PubChem BioAssay, several laboratories
